Compound activity as filed in PubChem BioAssay.
MEKK3 PB1 HTS – raises or lowers MEK5 binding to the human MEKK3 PB1 domain. bead-based flow cytometry, Alexa488-MEK5 binding to MEKK3; actives lie on both sides; 0 = blocked by unlabeled MEK5, 100 = vehicle. binding response (% of control), % at 10 µM. hit rate 1.4% among 290,000. AID 1529. Q99759;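 active = binding response more than 3 SD above or below the average of its plate-row segment, actives on both sides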;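 note: Alexa488 bead fluorescence after subtracting the streptavidin-only scavenger bead signal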
Target sequence (Q99759 whole entry, looked up, the tested form may be a part): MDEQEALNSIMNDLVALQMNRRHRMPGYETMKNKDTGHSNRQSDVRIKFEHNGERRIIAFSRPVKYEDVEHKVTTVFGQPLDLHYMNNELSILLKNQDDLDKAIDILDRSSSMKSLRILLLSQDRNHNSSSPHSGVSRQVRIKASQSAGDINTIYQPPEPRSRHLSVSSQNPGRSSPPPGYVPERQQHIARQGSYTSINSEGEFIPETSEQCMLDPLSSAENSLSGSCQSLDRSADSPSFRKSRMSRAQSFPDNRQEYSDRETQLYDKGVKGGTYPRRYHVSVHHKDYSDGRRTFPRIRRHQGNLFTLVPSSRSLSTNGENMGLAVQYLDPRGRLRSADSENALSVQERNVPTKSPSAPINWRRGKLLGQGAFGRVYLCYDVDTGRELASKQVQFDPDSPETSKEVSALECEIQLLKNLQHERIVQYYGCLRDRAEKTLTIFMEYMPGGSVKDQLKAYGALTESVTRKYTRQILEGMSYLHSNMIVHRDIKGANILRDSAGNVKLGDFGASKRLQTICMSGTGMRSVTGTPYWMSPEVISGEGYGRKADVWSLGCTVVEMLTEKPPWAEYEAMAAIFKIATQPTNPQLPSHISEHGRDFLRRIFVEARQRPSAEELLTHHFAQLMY
VIM-2 inhibitor – blocks Pseudomonas aeruginosa VIM-2 metallo-beta-lactamase. purified VIM-2, nitrocefin hydrolysis, epi-absorbance fluorescence. inhibition, % at 5.6 µM. hit rate 0.89% among 290,000;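 active = inhibition above the mean of all tested compounds plus 3 SD, cutoff set per screening run, cut at about 7.5% in these data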;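 note: red hydrolysis product quenches plate fluorescence so inhibitors raise well fluorescence; 0% = enzyme with DMSO and 100% = DMSO without enzyme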
IMP-1 inhibitor – inhibitors of Pseudomonas aeruginosa IMP-1 metallo-beta-lactamase; purified IMP-1, nitrocefin hydrolysis, epi-absorbance fluorescence; inhibition, % at 5.6 µM; hit rate 0.45% among 290,000; AID 1556;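 active = inhibition above the mean plus 3 SD of all compounds in the same screening run, cut at about 4.5% in these data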;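 note: 0% = IMP-1 with DMSO and 100% = DMSO wells lacking enzyme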
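System – purified recombinant IMP-1 beta-lactamase · Input – IMP-1 dispensed at 0.2 nM · Timing – 15 min preincubation plus 25 min reaction at 25 °C · Signal – Epi-absorbance fluorescence, 480 nm excitation, 530 nm emission · Measure – percent IMP-1 inhibition derived from blank-referenced optical density · Controls – Enzyme-plus-DMSO low control, enzyme-free DMSO high control · Replication – singlicate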
p-CIP stab down – compounds decreasing mouse p/CIP protein stability; hit rate 0.01% among 290,000; AID 1984; F442A p/CIP-EGFP cells, EGFP fluorescence, 16 h; Q05BA5; decrease of EGFP signal, % at 10 µM;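 active = EGFP signal decrease of at least 30% at 10 µM or well 3 SD below plate mean, unless failing retest; inactive = the rest, including hits failing retest or dose response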; note: some compounds called inactive have numbers as strong as hits; many of its hits are not listed in these tables
FID counter – counter-screen for HCV NS3 helicase inhibitors: DNA intercalator displacement | hit rate 0.17% among 290,000 | DNA fluorescent intercalator displacement, fluorescence | inhibition, % at 7.9 µM; in the data active = inhibition above about 37%;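 note: 0% = vehicle and 100% = reference compound; higher means more ethidium bromide displaced from hairpin DNA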
PHOSPHO1 block – PHOSPHO1 (human) inhibition | recombinant PHOSPHO1, absorbance phosphatase assay | inhibition, % at 13.3 µM | hit rate 1.1% among 290,000 | AID 1565; in the data active = inhibition above about 60%
Target sequence (Q8TCT1 whole entry, looked up): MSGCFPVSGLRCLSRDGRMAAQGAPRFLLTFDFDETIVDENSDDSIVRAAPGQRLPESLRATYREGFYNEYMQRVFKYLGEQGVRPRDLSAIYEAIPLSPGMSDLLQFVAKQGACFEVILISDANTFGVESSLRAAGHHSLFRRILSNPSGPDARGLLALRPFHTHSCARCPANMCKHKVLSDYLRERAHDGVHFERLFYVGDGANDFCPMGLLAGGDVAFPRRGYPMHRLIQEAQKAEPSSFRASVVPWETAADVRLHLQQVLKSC
IDE act – activators of human insulin-degrading enzyme in cells | activation, % at 5.96 µM | hit rate 0.073% among 340,000 | P14735 | HEK cells, FAbeta-B cleavage, fluorescence polarization; 0% vehicle, 100% cell-free pure enzyme wells;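 active = activation above the mean of all tested compounds plus 3 SD, set per screening campaign, cut at about 17% in these data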
SUMO HTRF inh – blocks human SUMOylation mediated by UBC9; P63279; HTRF SUMOylation assay, SAE1/SAE2 + UBC9, in vitro; inhibition, % at 35 µM; hit rate 0.36% among 290,000; AID 2006; in the data active = inhibition above about 50%, passing the limit was not always enough; note: strong numbers were not always called active
Target sequence (P63279 whole entry, looked up): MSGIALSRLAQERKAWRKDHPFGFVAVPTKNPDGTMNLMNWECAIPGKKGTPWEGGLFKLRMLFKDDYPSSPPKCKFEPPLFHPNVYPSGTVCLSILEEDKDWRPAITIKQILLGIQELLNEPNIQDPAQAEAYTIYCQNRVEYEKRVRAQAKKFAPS
NS3 helicase inh – inhibitors of Hepatitis C virus NS3 helicase; NS3 helicase DNA unwinding, Cy5 molecular beacon fluorescence; inhibition, % at 10.9 µM; hit rate 0.56% among 290,000; AID 1800;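 active = inhibition above the mean of all tested compounds plus 3 SD, set per campaign, cut at about 35% in these data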;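 note: 0% = DMSO wells and 100% = thioflavine S control wells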
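System: Hepatitis C virus NS3 helicase domain fragment enzyme | Reagent: Annealed dual-labelled DNA beacon duplex, ATP-started | Compound dosing: 10.9 µM single point, 0.8% DMSO | Incubation: 1 h reaction at 25 °C, ATP-initiated | Technique: Cy5 fluorescence | Evaluation: Percent inhibition from t60/t0 fluorescence ratio | Benchmarks: Low DMSO, high thioflavine S at 110 µM | Replication: Singlicate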
The depositor's hits bear a star; . = no result given.

SMILES	MEKK3 PB1 HTS	VIM-2 inhibitor	IMP-1 inhibitor	p-CIP stab down	FID counter	PHOSPHO1 block	IDE act	SUMO HTRF inh	NS3 helicase inh
O=C(CN1CCCCCC1)OCCN=C1NS(=O)(=O)c2ccccc21	100.0	-3.2	-1.9	2.8	-0.6	-20.9	4.0	-6.2	3.8
COc1ccc(OC)c2c1C(=O)C(Cl)=C(Cl)C2=O	78.0	8.3*	-1.6	-28.6	2.4	20.0	-102.5	24.0	6.9
O=c1[nH]c(/C=C\c2cccc(C(F)(F)F)c2)nc(O)c1[N+](=O)[O-]	100.0	-1.0	-4.9	-1.7	-5.1	23.9	2.5	1.8	47.4*
COc1ccc(S(=O)(=O)NCCc2c(C)nn(C)c2Oc2ccccc2)cc1	110.0	-2.6	-1.0	7.8	-31.4	14.3	-5.0	-2.8	-4.2
CCCn1c(COc2ccccc2OC)nc2ccccc21	100.0	-1.5	-3.0	-2.0	-35.1	8.5	5.4	19.6	-12.5
CCOc1ccc(N2CSC3=C(C#N)C(c4ccco4)CC(=O)N3C2)cc1 (stereo not given)	102.0	-4.7	-2.4	-7.9	-21.2	94.1*	7.5	37.2	14.2
COC(=O)c1ccc(N2C(=O)c3ccc(OC)c(OC)c3C2=O)cc1	93.0	-2.8	-1.5	5.8	-3.0	-4.6	-3.3	-2.6	-7.5
Cn1nc2c(c1C(=O)N1CCCC(C(=O)c3cc(F)ccc3F)C1)CCCC2 (stereo not given)	101.0	-1.8	-1.8	-1.6	-31.5	32.5	4.5	-5.7	9.6
O=C(CN(Cc1cccs1)S(=O)(=O)c1ccc(S(=O)(=O)N2CCCCC2)cc1)Nc1ccccc1	122.0	-3.0	-4.3	-10.0	-3.4	8.4	5.3	-2.1	-2.6
Cc1ncc(CO)c(/C=N/NC(=O)c2cc3c(s2)CCCC3)c1O	98.0	-0.9	-2.9	-44.0	-4.8	8.4	-18.2	13.1	20.9
COc1ccccc1C(=O)NC(CCSC)C(=O)OCC(=O)NC(=O)NCc1ccco1 (stereo not given)	99.0	-3.0	-4.8	3.4	-24.4	33.0	-2.7	-14.9	7.4
COc1cc(C=O)cc(Br)c1OCC(N)=O	99.0	-1.2	-2.2	-3.4	3.3	23.6	2.5	-12.6	-9.5
O=C(NN=C1CCCCCCCCCCC1)c1ccccc1F	105.0	-4.6	-3.0	-3.7	-4.6	1.9	-1.8	-3.8	-0.7
COCc1[nH]nc2c1C(c1ccccc1F)C(C#N)=C(N)O2 (stereo not given)	103.0	-0.8	-2.5	-2.2	2.0	-1.0	6.7	11.8	-1.3
COc1ccc(/C=N/NC(=O)c2cnccn2)c(OC)c1OC	98.0	-0.6	-1.0	-2.7	-2.8	24.6	1.2	6.6	5.5
CC(C)CNc1ncnc2c1cnn2Cc1ccccc1Cl	106.0	-4.3	-3.1	2.3	-23.6	1.1	-10.6	-17.1	4.9
Cc1sc2c(c1C)CN(C(C)(C)C)CN2C(=O)c1ccccc1	90.0	-0.5	0.3	-10.9	-1.6	18.9	2.5	18.8	-2.8
O=C(COC(=O)CC1CC2CCC1C2)Nc1cccc(S(=O)(=O)NC2=NCCCCC2)c1 (stereo not given)	103.0	0.5	-1.5	-8.7	-31.8	41.7	-2.5	-10.3	-8.5
CC(C)[C@H](NS(=O)(=O)c1ccccc1)C(=O)OCC(=O)Nc1ccccc1Sc1ccccc1	116.0	-1.0	-1.6	4.7	-28.4	-5.1	2.1	-14.9	-21.2
Cc1nc(N)c(Cc2ccccc2F)c(N)n1	99.0	-2.5	-3.5	-6.0	-1.9	24.4	6.2	10.8	4.4
CCOC(=O)CC1=C(C(=O)OCC)C(c2ccncc2)C(C#N)=C(N)O1 (stereo not given)	108.0	-1.1	-1.8	-11.9	-24.9	3.9	2.8	-1.1	15.4
Cc1cc(C)nc(NS(=O)(=O)c2ccc(N3C(=O)C4CC=C(Cl)CC4C3=O)cc2)n1 (stereo not given)	104.0	-2.3	-2.7	-4.2	-9.4	14.7	-2.2	17.0	-1.0
COc1cccc(NC(=O)NC2CCCCC2C)c1 (stereo not given)	87.0	-0.5	-1.7	-14.5	0.1	20.0	4.9	19.0	-15.0
CCOC(=O)c1cnc(-c2ccccc2)nc1N	108.0	0.8	-2.4	-5.6	2.2	16.6	6.4	25.5	0.5
Nc1nc2c(c(=O)[nH]1)C(c1ccccc1)C1=C(N2)c2ccccc2C1=O (stereo not given)	98.0	3.0	-0.1	-6.7	0.7	24.8	11.3	41.4	20.4
CN1CCc2c(sc3c2c(NCc2ccco2)nc2nnnn23)C1	106.0	3.0	1.1	-9.2	1.3	43.1	-0.5	19.5	-10.3
O=C(O)CC(NC(=O)c1ccncc1)c1ccccc1 (stereo not given)	120.0	-1.8	-2.4	-8.4	5.2	27.7	-0.8	6.5	-14.1
CC(=O)N/C(=C\c1ccccc1)C(=O)OCc1cccc(S(=O)(=O)N(C)C)c1	97.0	0.9	1.0	-3.3	-23.6	.	0.7	-17.8	19.6
O=C(O)c1ccc(-c2ccc(OS(=O)(=O)c3ccccc3F)cc2)cc1	103.0	2.4	-2.6	3.4	-30.3	27.9	3.0	14.3	-3.5
N[C@@H](Cc1ccccc1)c1nnc2sc(SCc3ccccc3)nn12	100.0	-3.5	-3.8	-16.9	-0.1	1.3	0.5	17.3	-19.8
CCc1ccc(C2CC(c3ccc(Cl)cc3)n3nc(N)nc3N2)cc1 (stereo not given)	100.0	-1.9	-1.6	-23.2	-12.7	15.8	-3.1	8.4	-7.9
Cc1c(C)c2ccc(OCC(=O)N(C)C3CCS(=O)(=O)C3)c(C)c2oc1=O (stereo not given)	105.0	7.5	-1.3	-41.8	-12.7	33.2	-5.3	23.8	12.2
Cc1ccsc1C1C(C#N)=C(N)OC2=C1C(=O)CC(C)C2 (stereo not given)	103.0	-1.6	-1.7	5.6	-11.4	-17.9	7.2	4.2	4.2
CN(C)S(=O)(=O)c1cccc(COc2cccnc2[N+](=O)[O-])c1	101.0	-0.2	-3.0	-13.1	3.0	35.1	-0.4	-2.7	-1.3
O=C(CCC1CCCN(C(=O)c2ccncc2)C1)NCc1ccc(F)c(F)c1 (stereo not given)	96.0	0.8	-1.9	-3.0	-7.3	39.7	-7.3	16.2	-2.3
O=C1C(=O)N(CCOCCO)C(c2ccccn2)/C1=C(\O)c1ccccc1 (stereo not given)	101.0	4.1	-2.8	-5.4	3.3	13.5	-3.3	-19.0	-1.5
O=C(CCc1ccc(S(=O)(=O)N2CCOCC2)cc1)NN=C1CCCCCCC1	97.0	-4.9	-2.6	-0.3	-11.3	-13.4	-2.4	18.3	3.2
CCC(CC)C1C(C#N)=C(N)SC(N)=C1C#N	98.0	1.3	-0.5	-5.6	5.1	-5.8	0.0	23.0	19.1
O=C(O)Cn1cc(C(=S)N2CCCCC2)c2ccccc21	53.0	9.2*	5.0*	-0.4	-16.2	-20.6	-1.8	14.1	-1.4
CCOc1ccc(S(=O)(=O)N2CCN(C(=S)NCc3ccccc3)CC2)cc1	83.0	-0.3	-0.9	-22.7	-23.0	29.0	-0.5	19.8	-12.1
C=CCOc1c(Cl)cc(CNc2ccc(C)c(Cl)c2)cc1OC	106.0	0.2	-1.8	1.8	-2.7	11.8	.	-25.0	-10.0
CC(C)(C)OC(=O)NNC(=O)c1ccc(Cl)cc1	105.0	0.8	-1.3	-0.6	2.4	18.6	-2.9	-19.5	6.5
CC(NC(=O)C1CCCC1)c1ccc2c(c1)OCCO2 (stereo not given)	96.0	-3.2	-0.1	-12.7	-13.1	-1.1	0.3	-16.2	0.1
Cc1nn(CC(=O)Nc2ccc(S(=O)(=O)N(C)C)cc2)c(C)c1[N+](=O)[O-]	105.0	-2.2	-1.6	3.6	3.8	6.6	-2.0	10.6	1.4
CCc1ccc2c(c1)C1(NN=C(c3cccc4ccccc34)S1)C(=O)N2 (stereo not given)	104.0	-3.1	1.6	1.6	-4.8	-10.5	-1.5	34.2	-2.2

Reformatted with two lines to a compound: part of the list above.
Every second line gives: MEKK3 PB1 HTS | VIM-2 inhibitor | IMP-1 inhibitor | p-CIP stab down | FID counter | PHOSPHO1 block | IDE act | SUMO HTRF inh | NS3 helicase inh
> Cc1ccsc1C1C(C#N)=C(N)OC2=C1C(=O)CC(C)C2 (stereo not given)
→ 103.0 | -1.6 | -1.7 | 5.6 | -11.4 | -17.9 | 7.2 | 4.2 | 4.2
> COCc1[nH]nc2c1C(c1ccccc1F)C(C#N)=C(N)O2 (stereo not given)
→ 103.0 | -0.8 | -2.5 | -2.2 | 2.0 | -1.0 | 6.7 | 11.8 | -1.3
> Cc1nc(N)c(Cc2ccccc2F)c(N)n1
→ 99.0 | -2.5 | -3.5 | -6.0 | -1.9 | 24.4 | 6.2 | 10.8 | 4.4

New compounds follow:
SMILES	MEKK3 PB1 HTS	VIM-2 inhibitor	IMP-1 inhibitor	p-CIP stab down	FID counter	PHOSPHO1 block	IDE act	SUMO HTRF inh	NS3 helicase inh
O=C(CNC(=O)c1ccc(Cl)cc1Cl)OCC(=O)c1ccc2c(c1)OCCO2	99.0	-1.7	-0.7	-20.3	-11.5	14.1	3.4	-19.7	1.2
Cc1ccc2c(c1)N(CC(=O)NCCc1ccc(Cl)cc1)C(=O)c1cccnc1O2	97.0	1.2	-0.8	-14.7	-36.6	33.4	3.0	-11.0	-4.8
Cc1nc(NC(=O)c2ccccc2)sc1-c1csc(Nc2ccc(Cl)cc2Cl)n1	102.0	-2.1	1.5	-10.9	1.8	15.8	.	1.9	-18.3
COc1ccccc1C(=O)OC(C)CN1CCN(C)CC1 (stereo not given)	96.0	0.2	-4.9	7.7	6.0	-5.5	-5.4	1.1	15.4
Cc1ccc(C)c(S(=O)(=O)NC(C)C(=O)NCc2ccccn2)c1 (stereo not given)	108.0	-1.0	-1.0	-14.1	-12.5	23.3	-6.2	20.2	12.0
Cn1nnc2cc(C(=O)NCc3ccc4c(c3)OCO4)ccc21	102.0	-2.3	-6.2	-4.3	-6.2	6.8	4.8	10.8	8.8
O=S(=O)(c1ccc(F)c2ccccc12)N1CCCCC1	106.0	-3.1	-5.6	-23.9	-7.3	48.5	2.2	10.3	-6.4
CCN1CCCC1CNC(=O)c1cc2cc(F)ccc2[nH]1 (stereo not given)	105.0	2.0	-1.0	10.3	1.0	.	1.3	0.8	-13.1
CCOC(=O)c1c(NC(=O)Cn2c(=O)oc3ccccc32)oc(C)c1C(C)=O	101.0	-3.5	-1.5	9.2	-4.6	3.9	4.4	16.0	0.6
COc1ccc(OCC(=O)OCCN(C)C)cc1	101.0	-0.9	-1.4	-35.1	3.0	2.2	2.6	19.9	-0.8
Cc1ccc(CSCCNC(=O)CN(c2ccc(F)cc2)S(C)(=O)=O)cc1	89.0	2.7	0.9	1.4	-23.3	35.6	0.4	0.4	-6.6

Some of the compounds tested. The share of hits here may be higher or lower than overall.
